# MITF inh: MITF inhibitors, primary screen, biochemical, AlphaScreen, human; 650,000 compounds, 0.91% hits; inhibition, % at 2.6 µM; AID 1259374, 2018; Microphthalmia-associated transcription factor (Homo sapiens), O75030; AlphaScreen MITF homodimerization, bead proximity signal; in the data active = inhibition above about 50%;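 also: 0% = vehicle wells with protein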
# FBW7 act: FBW7 E3 ligase activators, primary screen, biochemical, AlphaScreen, human; F-box/WD repeat-containing protein 7 (Homo sapiens), Q969H0; AlphaScreen FBW7–phospho-cyclin E peptide binding, activator screen; normalized activity (activation), % at 26.1 µM; 650,000 compounds, 0.13% hits; AID 1259310, 2017; in the data active = normalized activity above about 1.9%;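 also: purified mutant Fbw7 with reduced substrate affinity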
# Target sequence (Q969H0 whole entry, looked up): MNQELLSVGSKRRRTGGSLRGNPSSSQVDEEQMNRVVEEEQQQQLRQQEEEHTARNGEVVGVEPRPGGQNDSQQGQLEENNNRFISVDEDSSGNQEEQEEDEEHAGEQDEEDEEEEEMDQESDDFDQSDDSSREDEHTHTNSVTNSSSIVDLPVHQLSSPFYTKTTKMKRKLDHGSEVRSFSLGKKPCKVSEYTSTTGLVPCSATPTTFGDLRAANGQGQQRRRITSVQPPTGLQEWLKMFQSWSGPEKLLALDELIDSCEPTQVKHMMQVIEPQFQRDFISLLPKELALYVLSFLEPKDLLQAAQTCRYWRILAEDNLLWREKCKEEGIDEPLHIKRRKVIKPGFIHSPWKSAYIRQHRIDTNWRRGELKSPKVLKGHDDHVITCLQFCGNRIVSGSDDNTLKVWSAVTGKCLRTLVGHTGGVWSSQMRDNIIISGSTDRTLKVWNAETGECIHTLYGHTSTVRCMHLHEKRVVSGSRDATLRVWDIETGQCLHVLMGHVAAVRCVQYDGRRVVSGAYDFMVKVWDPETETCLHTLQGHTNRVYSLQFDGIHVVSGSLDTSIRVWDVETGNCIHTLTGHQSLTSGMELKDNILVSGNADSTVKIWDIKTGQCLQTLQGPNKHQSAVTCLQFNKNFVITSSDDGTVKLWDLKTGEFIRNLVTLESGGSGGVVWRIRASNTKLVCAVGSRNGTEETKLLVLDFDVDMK
# TEAD-YAP inh: TEAD-YAP interaction inhibition, primary screen, TEAD-YAP interaction inhibitor project, luminescence, HEK-TIYL cells | AID 1259422, 2018 | TEAD-Gal4/YAP UAS-luciferase luminescence | inhibition, % at 9.12 µM | 640,000 compounds, 1.4% hits; in the data active = inhibition above about 32%;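 also: 0% = median of test compound wells and 100% = reference inhibitor wells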
# GPR151 ag: activators of human GPR151, primary screen, cell-based, PathHunter beta-arrestin, luminescence. G-protein coupled receptor 151 (Homo sapiens), Q8TDV0. PathHunter beta-arrestin GPR151 cells. activation, % at 11.2 µM. 650,000 compounds, 1% hits. AID 1508602, 2020; in the data active = activation above about 4.9%;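 also: 0% = median of compound wells and 100% = cells with positive control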
# * hit, by the source's call.
SMILES,MITF inh,FBW7 act,TEAD-YAP inh,GPR151 ag
COc1cc(NC(=O)c2ccc(N3CC4CC(C3)c3cccc(=O)n3C4)c(N)c2)cc(OC)c1OC (centres undefined),-10,0.0,3,2.4
CC(Nc1cc(N2CCN(S(=O)(=O)c3ccc(Cl)cc3)CC2)ccc1[N+](=O)[O-])c1ccccc1 (centres undefined),11,0.2,3,0.1
CC(=O)C(Sc1nnnn1-c1ccc(Cl)cc1)C(C)=O,9,-0.1,2,1.4
CC1=NNC(=O)C1CCC(=O)N/N=C/c1cc(Br)ccc1O (centres undefined),17,-0.6,10,0.1
c1ccc2c(c1)OCC(c1nn3c(-c4ccncc4)nnc3s1)O2 (centres undefined),-6,-0.3,8,-0.5
O=C(Nc1sc2c(c1-c1nc3ccccc3s1)CCCC2)C1=COCCO1,-1,-0.1,1,1.0
CC1(C)OC(=O)N(CCN2C(=O)OC(C)(C)C2(C)O)C1(C)O (centres undefined),12,0.1,6,-1.0
Cc1cc(Nc2ccc(F)cc2Cl)n2nc(C)nc2n1,2,0.2,-7,0.8
CS(=O)(=O)Nc1ccc2c(c1)OCCO2,4,-0.1,4,-1.0
Nc1ncnc(Nc2ccc(Cl)cc2C(=O)c2ccccc2)c1[N+](=O)[O-],-1,-0.1,-1,0.7
O=C(NCc1nnc(SCC(=O)N2N=C(c3cccs3)CC2c2ccc(F)cc2)n1Cc1ccccc1)c1ccco1 (centres undefined),3,0.1,17,0.4
Brc1ccc(-n2cc(-c3ccccc3)c3c(NC4CCCCC4)ncnc32)cc1,-4,-0.1,5,4.3
Cc1ccnc(NC(=O)C2CCCN(S(=O)(=O)c3cnc[nH]3)C2)c1 (centres undefined),10,-0.1,0,0.6
COCCCNC(=O)c1ccc(CSc2ccc(C)cc2)cc1,7,-0.3,-4,-0.7
Cc1ccccc1N(CC(=O)O)S(=O)(=O)c1ccc(Cl)cc1,-1,0.1,3,1.5
CC(=O)N(C)c1nnc(-c2cnc(C)cn2)s1,-9,0.1,-68,-2.1
COc1cc(C(=O)NC(=S)Nc2ccc3oc(=O)ccc3c2)cc(OC)c1OC,16,0.7,4,-0.8
CC1CCN(Cc2c(C(=O)N/N=C/c3ccc(O)cc3)nnn2-c2nonc2N)CC1,5,0.0,3,1.0
O=C(O)C1=Cc2sc3c(c2CS1)CCCC3,-6,-0.2,-8,-1.1
CC(=O)Oc1ccc(C(=O)NCCc2ccccc2)cc1,15,0.2,-10,-4.5
Cc1ccc(Cl)cc1NC(=O)CSc1nnc2[nH]c(=O)c(C)nn12,-1,0.0,2,0.4
COc1ccc(Cl)cc1NC(=O)c1ccc(C)cc1,1,0.0,6,1.9
Cc1[nH]c2ccccc2c1C(=O)COC(=O)C1Cc2ccccc2CN1S(C)(=O)=O (centres undefined),-1,-0.1,4,0.6
Cc1ccc(C)c(NC(=O)CSc2nc3ccccc3o2)c1,0,-0.1,18,0.2
CN1[C@@H](C(=O)N2CCC3(CC2)OCCO3)C[C@@H](c2ccco2)NS1(=O)=O,13,0.4,12,0.0

# Further results follow.
SMILES,MITF inh,FBW7 act,TEAD-YAP inh,GPR151 ag
CS(=O)(=O)NN1C(=O)c2ccccc2NC1c1nc2ccccc2[nH]1 (centres undefined),1,-0.3,-13,2.1
CC(=O)NCC(=O)NC(C(=O)Nc1ccc2c(c1)OCCO2)c1ccc(C)cc1 (centres undefined),3,0.1,2,0.0
O=C1N(c2ccccc2)C[C@@H]2C[C@@H](c3cnc(N4CCOCC4)s3)N3CCC[C@@]123,6,-0.1,5,1.5
CC(C)C(=O)Nc1ccc(NC(=O)C(Cl)(Cl)Cl)cc1,7,0.4,-28,3.1
Cc1ccc(S(=O)(=O)N(C)Cc2nc(-c3cccc(Br)c3)no2)cc1,-22,0.4,-12,-0.7
CCn1nc(C)cc1C(=O)Nc1nc(-c2cc(Cl)sc2Cl)cs1,3,0.0,2,-1.6
CCCCC(C(=O)Nc1ccccc1)N1C(=O)C2C3c4ccccc4C(c4ccccc43)C2C1=O (centres undefined),27,0.1,-4,-0.6
Cc1ccc(S(=O)(=O)Nc2cc(C(C)C)c(O)c(Cl)c2C)cc1,-7,-0.1,-1,-0.3
CC(=O)c1ccc(NC(=O)c2ccc3nc(C)sc3c2)cc1,7,-0.1,-43,-0.5
Cc1cccc(C(=O)n2nnc3ccccc32)c1,-2,0.0,3,0.0
COc1ccccc1CC(=O)N1CCC[C@H]1Cn1nc(-c2ccc(F)cc2)ccc1=O,3,-0.1,1,-0.2
O=C(CCn1c(=O)[nH]c2ccccc2c1=O)NC1CCCCC1,-2,-0.1,3,-1.0
CCCSCCCn1cnc2c([nH]c3cc(OC)ccc32)c1=O,-3,-0.1,-4,-0.3
CCCCCOC(=O)c1ccc2c(c1)C(=O)N(c1ccc(C)cc1)C2=O,20,0.2,8,-0.9
Cc1ccc(-c2nc(N3CC(C)OC(C)C3)c3ccccc3n2)cc1 (centres undefined),5,0.0,-3,-0.3
Cc1cccc(C(=O)NCC(c2ccco2)S(=O)(=O)c2ccc(F)cc2)c1 (centres undefined),0,-0.1,-1,-0.4
CC(C)(C)NC(=S)NCc1cccnc1,-2,0.0,-2,-0.4
CCCNCc1cccc(OC)c1OCc1ccccc1,-4,-0.1,-7,-0.7
O=S(=O)(c1cccc2cccnc12)N1CCN(c2ccccc2Cl)CC1,4,0.0,1,-0.4
O=C1CCCN1CCn1cnc2c(NCCO)nc(NCc3ccc4c(c3)OCO4)nc21,-5,-0.1,3,1.2
CCOC(=S)SCc1cn2cccnc2n1,1,0.0,8,-0.6
CC1=C(c2ccc(C)cc2)S(=O)(=O)N=C1Nc1cc(Cl)ccc1C,11,0.0,-3,0.1
CC1CCc2nc(NC(=O)c3cccc([N+](=O)[O-])c3)sc2C1 (centres undefined),-9,0.0,-54,-0.8
CC1CCCCC1NC(=O)COC(=O)c1ccc(O)cc1 (centres undefined),4,0.1,-3,0.5
Cc1cc(C)nc(NS(=O)(=O)c2ccc(NC(=O)c3ccccc3Br)cc2)n1,-9,0.0,-2,-0.2

# The results go on:
SMILES,MITF inh,FBW7 act,TEAD-YAP inh,GPR151 ag
COc1ccc(C2=NN(CCC(=O)NCCc3ccc(Cl)cc3)C(=O)CC2)cc1,3,0.2,-3,-1.1
CN1CC(=O)N(CC(=O)N2CCCCCC2)c2ccccc2C1=O,2,0.0,9,2.0
O=C1NC(c2cccnc2)C(C(=O)c2cccs2)C(O)(C(F)(F)F)N1 (centres undefined),-8,0.1,-7,-0.5
COC(=O)C1=C(C(=O)OC)SC(=C2C(=S)C(C)(C)N(C(=O)C(C)C)c3ccc(C)cc32)S1,20,0.0,-2,-0.9
COc1ccc(C2C(C(C)=O)=C(C)N=c3s/c(=C/c4ccc(-c5ccc([N+](=O)[O-])cc5)o4)c(=O)n32)cc1 (centres undefined),16,-0.1,9,2.4
COC(=O)c1ccc(NC(=O)CCNc2c(N3CCCC3)c(=O)c2=O)cc1,13,0.1,9,-0.7
CCC(=O)N1N=C(c2ccc(F)cc2)CC1c1ccc(N(C)C)cc1 (centres undefined),10,-0.3,-20,1.8
Cc1ccc2c(c1)/C(=C/C1CC=CCC1)C(=O)N2 (centres undefined),1,-0.1,5,-1.7
CSc1ccc(C2C(C#N)=C(N)N(c3cccc(C(F)(F)F)c3)C3=C2C(=O)CCC3)cc1 (centres undefined),1,0.0,6,0.3
O=C(c1ccccc1)c1cccn1CC(=O)N1CCCCCC1,63*,0.0,3,1.0
O=C(c1ccc(Cl)cc1)C1CCN(C(=O)NCc2ccccc2)CC1,12,0.0,1,0.8
COCc1cc(C)nc(N/N=C/c2cc(Br)cc([N+](=O)[O-])c2O)c1C#N,8,0.1,2,-1.7
O=C(Cn1cnc([N+](=O)[O-])n1)Nc1cc(Cl)ccc1Cl,7,0.3,12,-0.7
COc1cc(OC)cc(C(=O)N2CCN(C3CCCCCC3)CC2)c1,59*,0.0,0,2.0
Clc1ccc2nc(NCCN3CCOCC3)nc(-c3ccccc3)c2c1,-4,0.0,38*,-0.2
N#CC1=C(N)Oc2n[nH]c(-c3ccccc3)c2C1c1ccccc1C(F)(F)F (centres undefined),13,-0.1,9,-1.0
Cc1cc(C)cc(NC(=O)C2CC23CCN(C(=O)Cn2cnc4ccccc42)CC3)c1 (centres undefined),-18,-0.1,-7,-0.4
CNC(=O)C1CN(CCCOc2cccc(C#N)c2)CCN1C(C)=O (centres undefined),12,0.4,-2,-2.0
COC(=O)C1=CN(Cc2ccc(OC)cc2)C=C(C(=O)OC)C1c1ccc(Cl)cc1,-8,0.1,-8,0.1
N#Cc1ccc(CC(C#N)(Cc2ccc(C#N)cc2)C(=O)N2CCOCC2)cc1,0,0.1,-5,-0.4
CC1=NN(C(N)=S)C(=O)C1N=Nc1ccc(Oc2ccccc2)cc1 (centres undefined),16,-0.3,-16,-1.9
O=C(N/N=C/c1ccc(O)c(Br)c1)c1ccccc1,15,0.1,-18,-5.5
O=S(=O)(NC1CC1)c1ccc(S(=O)(=O)N(Cc2ccccc2Cl)C2CC2)cc1,22,-0.1,0,0.1
CC1CCc2sc(NC(=O)c3ccc(Br)s3)c(C(N)=O)c2C1 (centres undefined),19,0.7,-12,0.1
Nc1nc(NC(=O)/C=C/c2ccc(Cl)cc2)nn1-c1ccccc1,16,0.1,10,0.3

# Further entries
SMILES,MITF inh,FBW7 act,TEAD-YAP inh,GPR151 ag
CCOCCCNc1ccc2nnc(CCNC(=O)c3ccc(C)cc3)n2n1,-5,-0.1,-5,0.9
COC(=O)c1ccc(C(=O)NCCCC(=O)Nc2cccc3cccnc23)cc1,4,-0.1,7,-0.8
COc1cccc(/C=N/NC(=S)NC(C)C)c1O,31,-1.2,-18,-1.2
CCc1nc2ccccc2c(=O)n1/N=C/c1ccc(OC)cc1,10,0.1,10,0.0
COc1ccc(-c2noc(CN(C(=O)c3ccc(F)cc3)C(C)C)n2)cc1,-6,-0.3,-12,-0.6
Cn1c(CCNC(=O)CC2C(=O)NCCN2C/C=C/c2ccccc2)nc2ccccc21 (centres undefined),-9,-0.1,4,0.3
CCSc1nc(N)c2c(C)c(C)sc2n1,21,0.0,-14,-1.2
Cc1nc(SCC(N)=O)[nH]c(=O)c1Cc1ccccc1,1,-0.1,7,1.4
O=C(NCCc1ccccc1)c1ccc2c(c1)N(Cc1ccccc1F)C(=O)CS2,0,-0.1,-6,1.1
O=[N+]([O-])c1cccc(CSc2nc3ccccc3c3nc4ccccc4n23)c1,-13,-0.1,-3,1.3
COCCCNC(=O)CCN1C(=O)COc2ccccc21,8,0.0,7,0.1
Cc1cc(C[n+]2cc(Br)ccc2N)c2ncccc2c1,18,0.1,6,-0.6
CCOc1ccc(CNC(=O)CSCc2ccc(F)cc2)cc1OC,-5,-0.1,10,-0.3
O=C(Nc1nc(-c2cc([N+](=O)[O-])cs2)cs1)c1ccc(S(=O)(=O)N2CCCc3ccccc32)cc1,3,0.1,-1,1.2
O=C(CCNc1ccc(Cl)c(Cl)c1)c1cccs1,13,0.1,-8,-0.2
C/C(=N\N1CCN(Cc2ccc(C)cc2C)CC1)c1ccccc1O,-2,-0.1,2,0.8
COc1cc(CNc2cccc(Cl)c2)ccc1OCC(=O)NC(C)(C)C,-7,0.1,-2,0.8
Cc1ccc(-c2nnc(CCC(=O)NCC3C4CC5CC(C4)CC3C5)o2)s1 (centres undefined),4,0.1,-38,-0.8
O=C(Nc1cccc2ccccc12)c1cc(=O)[nH]c(=O)[nH]1,17,0.7,-3,-0.7
CCCCN(C)C(=O)c1nc2ccccn2c1CNCc1n[nH]c(=O)c2ccccc12,-2,0.0,7,0.0
O=C(Nc1cccc(-c2cn3cccnc3n2)c1)c1ccc([N+](=O)[O-])cc1Cl,-3,0.0,14,1.1
CCN=C1S/C(=C\c2ccc3c(c2)OCO3)C(=O)N1CC,0,-0.1,-25,-0.9
COC(=O)c1c(S(=O)(=O)N2C[C@@H](C)O[C@@H](C)C2)sc2c1CCN(CC=C(C)C)C2,18,0.1,12,-0.9

# By substructure, the compounds so far with an NH in an aromatic ring.
SMILES,MITF inh,FBW7 act,TEAD-YAP inh,GPR151 ag
Cc1ccnc(NC(=O)C2CCCN(S(=O)(=O)c3cnc[nH]3)C2)c1 (centres undefined),10,-0.1,0,0.6
Cc1ccc(Cl)cc1NC(=O)CSc1nnc2[nH]c(=O)c(C)nn12,-1,0.0,2,0.4
Cc1[nH]c2ccccc2c1C(=O)COC(=O)C1Cc2ccccc2CN1S(C)(=O)=O (centres undefined),-1,-0.1,4,0.6
CS(=O)(=O)NN1C(=O)c2ccccc2NC1c1nc2ccccc2[nH]1 (centres undefined),1,-0.3,-13,2.1
O=C(CCn1c(=O)[nH]c2ccccc2c1=O)NC1CCCCC1,-2,-0.1,3,-1.0
CCCSCCCn1cnc2c([nH]c3cc(OC)ccc32)c1=O,-3,-0.1,-4,-0.3
N#CC1=C(N)Oc2n[nH]c(-c3ccccc3)c2C1c1ccccc1C(F)(F)F (centres undefined),13,-0.1,9,-1.0
Cc1nc(SCC(N)=O)[nH]c(=O)c1Cc1ccccc1,1,-0.1,7,1.4
O=C(Nc1cccc2ccccc12)c1cc(=O)[nH]c(=O)[nH]1,17,0.7,-3,-0.7
CCCCN(C)C(=O)c1nc2ccccn2c1CNCc1n[nH]c(=O)c2ccccc12,-2,0.0,7,0.0
